S3 lipid droplet: qHTS Assay for Lipid Storage Modulators in Drosophila S3 Cells; Drosophila S3 cells, BODIPY lipid droplet fluorescence, 18-24 h; cells fed with added oleic acid; lipid storage change, negative = inhibition, % at the top dose, mostly 46.1 µM; hits show Potency in µM; 0.64% of 320,000 active; active = well fitted inhibition curve with a large enough effect in the signal ratio, with a control signal flat, not every such curve was filed as active; inconclusive = small, poorly fitted or top-dose-only effect, or effect the other way, or a change in a side signal; the % refers to the signal ratio
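Drosophila S3 cells got compounds at several concentrations plus oleic acid (400 uM solution). Laser-scanning cytometry with 488 nm excitation read lipid droplets at 500-530 nm and cells at 575-640 nm. Percent activity was relative to 20 uM Triacsin C.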
S3 lipid droplet cell count max: recorded beside S3 lipid droplet, whose call it bears; cell number change, %; measured here: cell count max response;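 cells counted by Cell Tracker Red CMTPX staining in the red channel; peak over a dose series mostly up to 46.1 µM; percent activity relative to internal control wells on each plate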
Starred values were filed as active, the others as inactive; i = inactive; ? = inconclusive; . = not tested or not shown; [ ] = dose if it differs, or a comment. % is set by controls: 0 for no effect and ±100 for the full control effect; potency is the fitted concentration of half-maximal effect.

Order of results: S3 lipid droplet	S3 lipid droplet cell count max
CCCCOc1ccc(C(=O)NCC(=O)NCC(c2ccc(OC)cc2)N2CCCC2)cc1 (stereo unspecified)
→ -3%	.
CN(Cc1ccccc1)C(=O)C1CCN(Cc2ccc(F)cc2)CC1
→ 3%	0
O=C(CCN1C(=O)c2ccccc2C1=O)NCc1ccc(Cl)cc1
→ ?	.
Cc1cccc(N2CCN(C(=O)C(C)n3nc(C)n4c(cc5occc54)c3=O)CC2)c1C (stereo unspecified)
→ ?	.
NS(=O)(=O)c1ccc(NC(=O)COc2cccc3ccccc23)cc1
→ ?	.
CCOC(=O)C(C)c1nn(C)c(=O)c2ccccc12 (stereo unspecified)
→ ?	.
NNc1nc(-c2ccccc2Cl)nc2sc3c(c12)CCCC3
→ ?	.
O=C(NCc1ccco1)C1CCCN(S(=O)(=O)c2ccc(Cl)cc2)C1 (stereo unspecified)
→ i	.
O=[N+]([O-])c1cccc(-c2nnc(SCc3cccnc3)o2)c1
→ 13%	25
CCSc1nc(-c2ccccc2)c2cc(Cl)ccc2n1
→ 2%	-9
COc1cccc(CNC(=O)C(=O)NCC2OCCCN2S(=O)(=O)c2cc(C)ccc2C)c1 (stereo unspecified)
→ ?	.
CCCc1cc(C(=O)NC2CCCC2)no1
→ 21%	17
Cc1ccc(S(=O)(=O)n2nc(OC(=O)C3CCCCC3)cc2N)cc1
→ ?	.
Cc1ccc2nc(NC(=O)C(NS(=O)(=O)c3cccc4nsnc34)C(C)C)sc2c1 (stereo unspecified)
→ ?	.
COc1cccc(-c2cc(C(F)(F)F)nc(-n3cc(C)cn3)n2)c1
→ 13%	-9
Cn1nnnc1Sc1ccc(C(=O)O)cc1[N+](=O)[O-]
→ ?	.
CCOC(=O)CCc1c(C)nc2c(c(C)nn2C(C)(C)C)c1C
→ ?	.
Cc1c(N2C(=O)CS/C2=N\N=C\c2ccc(Cl)cc2)c(=O)n(-c2ccccc2)n1C
→ -2%	13
O=C(CC1C(=O)NCCN1Cc1ccc(Cl)c(F)c1)NCC1CCOCC1 (stereo unspecified)
→ -3%	13
Nc1ccc(S(=O)(=O)N2CCCc3ccccc32)cc1
→ i	.
Fc1cccc(NC(=S)NCc2ccccn2)c1
→ ?	.
COc1ccccc1N1CCN(C(=O)NC23CC4CC(CC(C4)C2)C3)CC1
→ ?	.
Cc1ccc(NC(=O)C2=C(c3ccccc3)S(=O)(=O)CCS2(=O)=O)cc1
→ ?	.
COC(=O)C1=C(C)OC(N)=C(C#N)C1c1cc(OC)ccc1OC (stereo unspecified)
→ 3%	-12
Cc1ccc(N2CC(=O)Nc3c(sc4nc(C)cc(C)c34)C2=O)cc1
→ ?	.
Cc1ccc([N+](=O)[O-])c(NC2OC(CO)C(O)C2O)c1 (stereo unspecified)
→ ?	.
COCCn1c(C)c(C(=O)O)sc1=S
→ -22%	-17
O=C(CCCCCN1C(=O)c2cccc3cccc(c23)C1=O)NC1CCS(=O)(=O)C1 (stereo unspecified)
→ ?	.
c1ccc(-c2c[n+]3c(n2-c2ccccc2)SCC3)cc1
→ 12%	-1
Cc1ccc(C(NC(N)=O)c2ccccc2)cc1 (stereo unspecified)
→ i	13

Entries of single compounds, looked up by structure. Values in the order: S3 lipid droplet, S3 lipid droplet cell count max
Profile of `c1ccc(-c2c[n+]3c(n2-c2ccccc2)SCC3)cc1` → 12%, -1
Profile of `Cc1ccc([N+](=O)[O-])c(NC2OC(CO)C(O)C2O)c1` (stereo unspecified) → ?, .

The listing continues:
Order of results: S3 lipid droplet	S3 lipid droplet cell count max
Cn1c(=O)c2c(SCC(=O)N3CCCC3)nc(CC(C)(C)C)nc2n(C)c1=O
→ ?	.
CCOC(=O)c1ccc(N/C=C\C(=O)c2cccc(OC)c2)cc1
→ ?	.
COc1ccc(N2C(=NC(=O)C3CCCCC3)SC3CS(=O)(=O)CC32)cc1 (stereo unspecified)
→ 6%	10
Cc1cc(-n2cnnn2)cc(C)c1S(=O)(=O)NCCOc1ccccc1
→ i	-20
COc1ccc(CN2CCN(Cc3csc(C(C)=O)c3)CC2CCO)c(C)c1C (stereo unspecified)
→ ?	.
CC(C)C(=O)Nc1ccc(N2CCCC2)c(Cl)c1
→ ?	.
COc1cc(COCC(O)CN2CCOCC2)cc(OC)c1OC (stereo unspecified)
→ 6%	0
O=C(Cc1cccs1)NNC(=O)c1ccccc1Cl
→ ?	.
CCOC(=O)C1=C(C)NC(C)=C(C(=O)OCC)C1c1cc(N)ccc1OC(F)F
→ i	.
Cc1ccccc1N(CC(=O)NCCSCc1ccccc1)S(C)(=O)=O
→ -23%	-13
Cc1ccc(-c2nc3cc(N)ccc3o2)cc1
→ ?	.
CCCCCN(C(=O)CCC(=O)OCC(=O)c1c(C)cc(C)cc1C)c1c(N)n(CCCC)c(=O)[nH]c1=O
→ ?	.
O=C(CN1C(=O)NC2(CCCCCC2)C1=O)N1CCN(S(=O)(=O)c2ccccc2)CC1
→ ?	.
CCCCOc1ccc(-c2nnn(C(C)C(=O)OCC)n2)cc1 (stereo unspecified)
→ 12%	-4
CCOC(=O)Cc1csc(NC(=O)c2ccc(Br)o2)n1
→ ?	.
Cc1cc(C)cc(NC(=O)CSc2nnc(-c3ccccc3Br)o2)c1
→ 15%	27
COc1cc(N2N=C(c3ccccc3)CC2c2ccccc2)c(C=O)cc1C=O (stereo unspecified)
→ -9%	4
C=CCNC(=O)/C(=C\c1cccc([N+](=O)[O-])c1)NC(=O)c1ccccc1
→ 16%	7
Cc1ccc(C(NC(=O)c2ccccc2S(C)(=O)=O)c2ccccc2)cc1 (stereo unspecified)
→ i	.
Cc1noc(C)c1C(=O)NC(C)c1ccc2c(c1)OCO2 (stereo unspecified)
→ ?	.
CC(c1ccccc1)C(NC(=O)OCC1c2ccccc2-c2ccccc21)C(=O)O (stereo unspecified)
→ ?	.
CN(Cc1ccccc1)C(=O)c1ccc(NC(=O)Cc2cccc(NC(=O)C3CCN(C(=O)C4CCC4)CC3)c2)cc1
→ ?	.
COc1ccc(N2CCN(S(=O)(=O)c3ccc4c(c3)NC(=O)C(C)C(=O)N4)CC2)cc1 (stereo unspecified)
→ ?	.
Cc1[nH]c2ccccc2c1/C=C(/C#N)C(=O)NC(C)C
→ 13%	22
COc1cc(C=O)ccc1OCc1c(C)noc1C
→ ?	.
CC(C)C(=O)Nc1c(-c2ccccc2)c(=O)c2ccccc2n1C
→ -3%	18
CCOC(=O)c1cnc2ccc(C(=O)OC)cc2c1NCc1ccco1
→ ?	.
COc1cc(/C=N/NC(=O)c2ccc(-c3ccccc3)cc2)cc(OC)c1OC
→ ?	.
N#CC1(NC(=O)CN2C(=O)c3ccc([N+](=O)[O-])cc3C2=O)CCCCC1
→ ?	.
CCC(C)[C@H](NC(=O)NCc1cccc(OC)c1)C(=O)O (stereo partly specified)
→ 6.5µM*	1.6*
CCOc1nc(Nc2ccccc2)nc(OCC)n1
→ 4%	-15
Cc1ccc(S(=O)(=O)NC2=NCN(CCOC(=O)c3ccc([N+](=O)[O-])cc3)CN2)cc1
→ 4%	10
CCOC(=O)c1ccccc1CN1C(=O)c2ccccc2S1(=O)=O
→ 7%	0
Fc1cccc(C2CCCCN2Cc2nc(C3CC3)no2)c1 (stereo unspecified)
→ 26%	-2
COc1ccccc1NS(=O)(=O)c1cc(NC(=O)c2cc(=O)[nH]c3ccccc23)ccc1N1CCOCC1
→ 3%	11
Cc1ccccc1CSc1nnc(-c2ccccn2)n1N
→ 28%	-13
CO/N=C(/C(=O)N[C@@H]1C(=O)N2C(C(=O)O)=CCS[C@H]12)c1cnc(N)s1
→ -10%	-20
CC(=O)c1c(C)[nH]c(C(=O)OCC(=O)N(C)C)c1C
→ -8%	-12
O=C(O)CCCC(=O)N1N=C(c2c(-c3ccccc3)c3cc(Cl)ccc3[nH]c2=O)CC1c1cccs1 (stereo unspecified)
→ ?	.
CN(C(=O)c1ccccn1)C1(C(=O)NC2CCCCC2)CCCCC1
→ ?	.

Shown field by field: part of the list above.
COc1ccccc1NS(=O)(=O)c1cc(NC(=O)c2cc(=O)[nH]c3ccccc23)ccc1N1CCOCC1
  S3 lipid droplet = 3%
  S3 lipid droplet cell count max = 11
Cc1ccccc1CSc1nnc(-c2ccccn2)n1N
  S3 lipid droplet = 28%
  S3 lipid droplet cell count max = -13

(further entries)
Order of results: S3 lipid droplet	S3 lipid droplet cell count max
O=S(=O)(c1ccccc1Cl)N1CCCC1c1nc(-c2cccc(Cl)c2)no1 (stereo unspecified)
→ ?	.
CCc1nnc(NC(=O)c2ccc(OC)cc2)s1
→ -1%	13
COc1ccc(CC(=O)Nc2ccc(-c3cn4ccccc4n3)cc2)cc1
→ i	-3
O=c1c2cn[nH]c2[nH]c(=S)n1-c1ccccc1Cl
→ ?	.
CCC(C(=O)OCC(=O)Nc1cccc(C(C)=O)c1)c1ccccc1 (stereo unspecified)
→ ?	.
O=C(Cc1cn2ccsc2n1)OCc1ccccc1
→ i	-9
CCC1S/C(=N/N=C/c2cccs2)NC1=O (stereo unspecified)
→ ?	.
O=C(O)CCNS(=O)(=O)c1ccc2c(c1)OCCCO2
→ 1%	-12
CC(=O)Nc1ccc(Cl)cc1C1COC(=O)C1=N (stereo unspecified)
→ 11%	13
CC(C)c1nc(SCc2ccccn2)c2c(=O)n(C)c(=O)n(C)c2n1
→ ?	.
O=c1[nH]c(S)nc2sc3c(c12)CCCC3
→ ?	.
COc1cccc(/C=C/C(=O)NNC(=O)c2ccco2)c1OC
→ ?	.
CCCc1[nH]nc2c1C(c1ccoc1)C(C#N)=C(N)O2 (stereo unspecified)
→ -2%	-6
COc1ccccc1/C=C/C(=O)NCc1cccnc1
→ 12%	-14
COc1ccc(OC)c(NC(=O)c2ccc(-c3cccs3)cc2)c1
→ ?	.
CCn1c(SCC(=O)NC(=O)c2ccccc2OC)nc2ccccc21
→ i	0
Cc1nnc2c3ccccc3c(-c3cccs3)nn12
→ ?	.
CC(C)(C)[C@H]1CCC(=O)N([C@H](CSc2ccc(Br)cc2)Cc2ccccc2)CC1
→ ?	.
O=C(Nc1ccnn1C1CCN(Cc2cccc(OCCO)c2)CC1)c1cccc(F)c1
→ ?	.
C[C@]12CCC(=O)C=C1C=C[C@@H]1[C@@H]2CC[C@@]2(C)[C@H]1CC[C@@]21CCC(=O)O1
→ ?	.
CCCn1cnc2cc(NC(=O)c3cccs3)ccc21
→ ?	.
CCN(CC)S(=O)(=O)c1ccc(N)cc1
→ ?	.
Nc1cccc(C(=O)Nc2ccco2)c1
→ i	.
CN(C)c1nc(-c2cccnc2)nc(-c2ccc(Cl)cc2)c1C#N
→ 28%	17
N#Cc1nc(-c2ccccc2)oc1NCCN1CCCCC1
→ ?	.
O=C(Nc1ccc(F)cc1)Nc1cnccn1
→ ?	.
COc1cccc2c(C)c(C(=O)O)[nH]c12
→ 5%	1
COc1ccc(S(=O)(=O)NCC(c2cccnc2)N2CCN(Cc3ccccc3)CC2)cc1C (stereo unspecified)
→ -3%	27
CCCCCCCCCCCC(=O)NC(C(=O)O)C(O)c1ccccc1 (stereo unspecified)
→ 14%[9.22 µM]	5
Cc1ccc(S(=O)(=O)N2CCCCC2)cc1C(=O)N1CCCC1
→ -4%	-16
O=[N+]([O-])c1cc(C(F)(F)F)ccc1N1CCC(O)CC1
→ 4%	9
Cc1cccc(N2CCN(CC(=O)NCC3CCCCC3)CC2)c1C
→ ?	.
CCCN(CCC)c1ncnc2c1cnn2-c1ccc(OC)cc1
→ i	-13
CCOC(=O)Cc1csc(NC(=O)CSc2ncnc3c2cnn3-c2ccc(OC)cc2)n1
→ ?	.
CCCCNc1nc2c(S(=O)(=O)c3ccccc3)nnn2c2ccccc12
→ 0%	-6
CCCCOc1ccc(C(C)NC(=O)CCS(=O)(=O)Cc2ccc(C)cc2)cc1 (stereo unspecified)
→ -9%	-10
O=C(CSc1nnc(-c2ccccc2)o1)NC1CCCCC1
→ i	.
CC(NC(=O)Nc1ccccc1O)(C(F)(F)F)C(F)(F)F
→ ?	.
Cc1ccc(CNC(=O)CN2C(=O)NC3(CC(C)CC(C)(C)C3)C2=O)cc1 (stereo unspecified)
→ -17%	14
CCOC(=O)/C(=C/c1ccc(OC(=O)c2ccncc2)cc1)C(C)=O
→ ?	.
COc1cc(CNC(=O)CCCC/C=C/C(C)C)ccc1O
→ 6%	-5
CCOC(=O)C1CCCN(C(=O)c2ccc(CS(=O)(=O)c3ccc(Br)cc3)o2)C1 (stereo unspecified)
→ 24%	17
CCCC(=O)N(Cc1cc2cccc(C)c2[nH]c1=O)c1ccccc1OC
→ ?	.
COc1cc(C(=O)Oc2ccc(Br)cc2C(=S)N2CCOCC2)cc(OC)c1OC
→ ?	.
CC(C)C(=O)Nc1ccc(C(=O)Nc2ccc(Br)cc2F)cc1
→ 1%	10
Cc1ccc(C)c(OCCC(=O)OCC(=O)c2c(N)n(C)c(=O)n(C)c2=O)c1
→ 21%	26
COC(=O)C1=C(C)N(c2ccc(Br)cc2)C(=O)/C1=C\c1ccco1
→ ?	.
O=C(Cc1n[nH]c(=O)c2ccccc12)OCC(=O)c1ccc(F)c(F)c1
→ 18%[0.0737 µM]	5
Cc1cc2nc(C(F)(F)F)cc(-c3cccs3)n2n1
→ ?	.

Five consecutive records already listed:
Order of results: S3 lipid droplet	S3 lipid droplet cell count max
CC(C)C(=O)Nc1ccc(C(=O)Nc2ccc(Br)cc2F)cc1
→ 1%	10
Cc1ccc(C)c(OCCC(=O)OCC(=O)c2c(N)n(C)c(=O)n(C)c2=O)c1
→ 21%	26
COC(=O)C1=C(C)N(c2ccc(Br)cc2)C(=O)/C1=C\c1ccco1
→ ?	.
O=C(Cc1n[nH]c(=O)c2ccccc12)OCC(=O)c1ccc(F)c(F)c1
→ 18%[0.0737 µM]	5
Cc1cc2nc(C(F)(F)F)cc(-c3cccs3)n2n1
→ ?	.

High-throughput results from PubChem.

Only part of the results is shown. The share of hits here may be higher or lower than overall.
